FadD28 FP inh: M. tuberculosis FadD28 bisubstrate binding inhibition; FadD28 bisubstrate probe binding, fluorescence polarization; inhibition, % at 12.5 µM; 0.22% of 360,000 active; AID 588549; in the data active means inhibition above about 8.5%, passing the limit was not always enough
FBA Mtb inh: inhibits M. tuberculosis FBA enzyme | P9WQA3 | purified M. tuberculosis FBA, fluorescence read-out | inhibition, % at 1 µM | 2.3% of 360,000 active; in the data active means inhibition above about 27%;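 further: 0% = vehicle and 100% = reference inhibitor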
Target sequence (P9WQA3 whole entry, looked up): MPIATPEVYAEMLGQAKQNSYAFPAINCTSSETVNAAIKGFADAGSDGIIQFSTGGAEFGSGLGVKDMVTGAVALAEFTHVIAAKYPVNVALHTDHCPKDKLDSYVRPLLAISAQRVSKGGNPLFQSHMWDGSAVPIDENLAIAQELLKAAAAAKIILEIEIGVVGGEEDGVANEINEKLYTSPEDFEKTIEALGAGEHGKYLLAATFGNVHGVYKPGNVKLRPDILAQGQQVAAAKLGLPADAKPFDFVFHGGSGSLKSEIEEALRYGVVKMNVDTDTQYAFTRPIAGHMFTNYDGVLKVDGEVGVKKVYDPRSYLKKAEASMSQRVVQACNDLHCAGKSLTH
TcdB GH inh: TcdB glycohydrolase inhibition | P18177 | TcdB glycohydrolase enzymatic assay, plate reader | inhibition, % at 9.99 µM | 0.24% of 350,000 active; in the data active means inhibition above about 10%
Vc quorum ag: quorum light induction in luxS cqsA deficient V. cholerae; V. cholerae BH1578 lux reporter, luminescence, 6 h; activation, % at 18.7 µM; 0.16% of 350,000 active; AID 588436; in the data active means activation mostly above about 9.7%, no sharp cut-off; further: not every result past the cut was called active; inactives centre near 0; reference of the scale not given here
PfHsp40 rescue: rescue of PfHsp40-mediated yeast toxicity; AID 504582; 0.68% of 340,000 active; growth rescue, % at 12.5 µM; S. cerevisiae expressing PfHsp40, growth rescue, ATP luminescence; in the data active means growth rescue above about 28%, passing the limit was not always enough;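 further: yeast W303a lacking pdr1 and pdr3 grown in galactose medium; growth measured after three days at 30 °C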
Yp Topo-I inh: inhibitors of Yersinia pestis topoisomerase I; 0.064% of 360,000 active; AID 504884; activity, % at 10 µM; Y. pestis Topo-I cleavage product accumulation, plate reader; in the data active means activity above about 50%, passing the limit was not always enough; further: inactives centre near 2
Mtb BioA inh: blocks M. tuberculosis BioA enzyme activity. purified M. tuberculosis BioA enzyme, plate reader. inhibition, % at 9.99 µM. AID 602481. 0.096% of 360,000 active; in the data active means inhibition above about 40%
UGM FP inh: Mtb UDP-galactopyranose mutase inhibition | purified UGM, fluorescence polarization probe displacement | inhibition, % at 10 µM | 0.06% of 320,000 active | AID 504406; in the data active means inhibition above about 10%, passing the limit was not always enough
Target sequence (P9WIQ1 whole entry, looked up): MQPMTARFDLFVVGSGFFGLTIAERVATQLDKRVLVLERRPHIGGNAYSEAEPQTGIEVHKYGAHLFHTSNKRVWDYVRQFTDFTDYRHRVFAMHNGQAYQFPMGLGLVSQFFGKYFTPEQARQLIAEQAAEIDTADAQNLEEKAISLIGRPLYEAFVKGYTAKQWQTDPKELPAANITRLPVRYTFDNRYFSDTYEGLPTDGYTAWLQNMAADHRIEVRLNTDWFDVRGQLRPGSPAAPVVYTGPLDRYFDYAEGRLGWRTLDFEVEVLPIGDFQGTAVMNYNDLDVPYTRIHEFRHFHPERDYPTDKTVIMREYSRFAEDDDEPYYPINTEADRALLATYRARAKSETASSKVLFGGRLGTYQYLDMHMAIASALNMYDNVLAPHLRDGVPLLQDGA
GDH-TPI inh: GDH-TPI coupled enzyme inhibition counter-screen; GDH-TPI coupled enzyme counterscreen, NADH absorbance; 1.2% of 360,000 active; inhibition, % at 4.8 µM; in the data active means inhibition above about 30%;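 further: 0% = DMSO wells and 100% = wells lacking the enzyme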
* = called active by the depositor.

Results for COc1cc(O)c(C(=O)O)c(CCc2ccccc2)c1 ?
FadD28 FP inh: -4.0; FBA Mtb inh: 0; TcdB GH inh: 0.9; Vc quorum ag: inactive; PfHsp40 rescue: 0.4; Yp Topo-I inh: -5; Mtb BioA inh: 0.4; GDH-TPI inh: 4

What do the screens show for `CC(=O)N1CCN(C2=NC(=O)/C(=C\c3cccs3)S2)CC1`?
FadD28 FP inh: 0.0; FBA Mtb inh: -4; TcdB GH inh: 2.2; Vc quorum ag: -0.4; PfHsp40 rescue: 0.0; Yp Topo-I inh: 4; Mtb BioA inh: 0.1; UGM FP inh: -2.1; GDH-TPI inh: 8

Results for CC(C)C(=O)NS(=O)(=O)c1ccc(N)cc1 ?
FadD28 FP inh: -0.1; FBA Mtb inh: 2; Vc quorum ag: inactive; PfHsp40 rescue: 0.6; Yp Topo-I inh: -6; Mtb BioA inh: -0.5; UGM FP inh: -4.3; GDH-TPI inh: 3

Results for O=C1OC(Nc2ccc(Br)cn2)c2ccccc21 (stereo not drawn) ?
FadD28 FP inh: -1.2; FBA Mtb inh: 0; Vc quorum ag: inactive; PfHsp40 rescue: -0.9; Yp Topo-I inh: 11; Mtb BioA inh: -1.6; UGM FP inh: 1.5; GDH-TPI inh: 2

How did Cc1[nH]c(C)c(S(=O)(=O)N2CCN(c3ccccc3F)CC2)c1C(=O)N1CCCCC1 do in these assays?
FadD28 FP inh: 1.5; FBA Mtb inh: 2; TcdB GH inh: 1.4; Vc quorum ag: inactive; PfHsp40 rescue: 0.4; Yp Topo-I inh: 4; Mtb BioA inh: 18; UGM FP inh: 0.4; GDH-TPI inh: -1

How did CC1CCCCN1CCNC(=O)c1ccc2c(=O)n(Cc3ccc(Cl)cc3)c(=S)[nH]c2c1 (stereo not drawn) do in these assays?
FadD28 FP inh: -16; FBA Mtb inh: 4; TcdB GH inh: 2.0; Vc quorum ag: inactive; PfHsp40 rescue: 1.2; Yp Topo-I inh: 0; UGM FP inh: 2.5; GDH-TPI inh: 0

How did CC(C)C(=O)Nc1ccc2c(c1)nc1n2CCSC1 do in these assays?
FadD28 FP inh: -2.0; FBA Mtb inh: -1; Vc quorum ag: -0.2; PfHsp40 rescue: -0.2; Yp Topo-I inh: 0; Mtb BioA inh: -1.1; UGM FP inh: 3.0; GDH-TPI inh: 12

Results for CCc1ccc2nc(N(CCCN(C)C)C(=O)c3ccc(S(=O)(=O)N(C)C4CCCCC4)cc3)sc2c1 ?
FadD28 FP inh: 0.4; FBA Mtb inh: 0; TcdB GH inh: 0.3; Vc quorum ag: inactive; PfHsp40 rescue: 0.2; Yp Topo-I inh: 22; Mtb BioA inh: -0.8; UGM FP inh: -5.9; GDH-TPI inh: -1

What do the screens show for `O=c1cc(-c2ccc3c(c2)OCCO3)oc2ccc(Cl)cc12`?
FadD28 FP inh: -3.1; FBA Mtb inh: 1; Vc quorum ag: inactive; PfHsp40 rescue: 0.6; Yp Topo-I inh: 0; Mtb BioA inh: 0.0; UGM FP inh: -3.4; GDH-TPI inh: 8

Results for O=C(NCc1ccccn1)C1CC(=O)N(C2CCCC2)C1 (stereo not drawn) ?
FadD28 FP inh: 0.8; FBA Mtb inh: 1; TcdB GH inh: 0.9; Vc quorum ag: -0.2; PfHsp40 rescue: -0.3; Yp Topo-I inh: 3; Mtb BioA inh: 0.1; GDH-TPI inh: -3

Brought forward from above: two entries; new compounds follow.
What do the screens show for `O=c1cc(-c2ccc3c(c2)OCCO3)oc2ccc(Cl)cc12`?
FadD28 FP inh: -3.1; FBA Mtb inh: 1; Vc quorum ag: inactive; PfHsp40 rescue: 0.6; Yp Topo-I inh: 0; Mtb BioA inh: 0.0; UGM FP inh: -3.4; GDH-TPI inh: 8

Results for O=C(NCc1ccccn1)C1CC(=O)N(C2CCCC2)C1 (stereo not drawn) ?
FadD28 FP inh: 0.8; FBA Mtb inh: 1; TcdB GH inh: 0.9; Vc quorum ag: -0.2; PfHsp40 rescue: -0.3; Yp Topo-I inh: 3; Mtb BioA inh: 0.1; GDH-TPI inh: -3

How did NS(=O)(=O)c1ccc(CCNC(=O)c2cccc3ccccc23)cc1 do in these assays?
FadD28 FP inh: 1.2; FBA Mtb inh: -3; TcdB GH inh: -0.8; Vc quorum ag: 3.3; PfHsp40 rescue: 0.1; Yp Topo-I inh: -2; Mtb BioA inh: 0.8; UGM FP inh: 2.2; GDH-TPI inh: -2

How did O=C(NC(NC(=S)Nc1cccc(C(=O)O)c1)C(Cl)(Cl)Cl)OCc1ccccc1 (stereo not drawn) do in these assays?
FadD28 FP inh: -3.0; FBA Mtb inh: -3; TcdB GH inh: 1.5; Vc quorum ag: -0.4; PfHsp40 rescue: -0.8; Yp Topo-I inh: 4; Mtb BioA inh: -0.2; UGM FP inh: 0.6; GDH-TPI inh: 9

What do the screens show for `CCCOc1ccc(Oc2cc(C)nc(SC)n2)nn1`?
FadD28 FP inh: -1.3; FBA Mtb inh: 0; Vc quorum ag: 1.6; PfHsp40 rescue: 0.1; Yp Topo-I inh: -7; Mtb BioA inh: -0.4; UGM FP inh: 3.5; GDH-TPI inh: 6

How did CC(C)C[C@H]1CNC(=S)N1C[C@H]1CCCN1C[C@H](Cc1ccccc1)N1C[C@H](Cc2ccc(O)cc2)N(CC2CCCCCC2)C1=S do in these assays?
FadD28 FP inh: -3.9; FBA Mtb inh: 2; TcdB GH inh: 0.7; Mtb BioA inh: -1.4

What do the screens show for `C=C1c2ccccc2O[C@H](C(=O)OCC)[C@H]1OC`?
FadD28 FP inh: -1.0; FBA Mtb inh: -3; TcdB GH inh: -5.9; Vc quorum ag: inactive; PfHsp40 rescue: -0.9; Yp Topo-I inh: -1; Mtb BioA inh: -0.1; GDH-TPI inh: 5

Results for Cc1ccc(N2CC(C(=O)Nc3nnc(C(C)C)s3)CC2=O)cc1 (stereo not drawn) ?
FadD28 FP inh: -0.4; FBA Mtb inh: -2; Vc quorum ag: -12; PfHsp40 rescue: -1.0; Yp Topo-I inh: 15; Mtb BioA inh: -1.1; UGM FP inh: -0.3; GDH-TPI inh: 10

What do the screens show for `CCOC(=O)Cn1c(O)c(N=NC(=O)OC)c2ccccc21`?
FadD28 FP inh: 0.2; FBA Mtb inh: -4; TcdB GH inh: 0.5; Vc quorum ag: -0.4; PfHsp40 rescue: 1.1; Yp Topo-I inh: 11; Mtb BioA inh: 0.7; UGM FP inh: -1.4; GDH-TPI inh: 16

How did COc1ccc(NC(=O)CSCC(=O)N(C)CC(=O)Nc2c(C)cccc2C)cc1 do in these assays?
FadD28 FP inh: -3.0; FBA Mtb inh: -5; TcdB GH inh: 0.9; Vc quorum ag: -0.7; PfHsp40 rescue: -0.5; Yp Topo-I inh: -9; Mtb BioA inh: -0.8; UGM FP inh: -1.6; GDH-TPI inh: 13

How did Cc1ccc(N2C(=O)CC(Sc3ncn[nH]3)C2=O)cc1C (stereo not drawn) do in these assays?
FadD28 FP inh: -4.2; FBA Mtb inh: -1; Vc quorum ag: -0.1; PfHsp40 rescue: 0.8; Yp Topo-I inh: -9; Mtb BioA inh: -2.5; UGM FP inh: -2.7; GDH-TPI inh: 17

How did Cc1ccc(-c2csc(N3CCN(CCCn4c(-c5ccncc5)nc5ccccc54)CC3)n2)cc1 do in these assays?
FadD28 FP inh: -0.4; FBA Mtb inh: 0; TcdB GH inh: 0.3; Vc quorum ag: inactive; PfHsp40 rescue: 0.6; Yp Topo-I inh: 22; Mtb BioA inh: -2.3; UGM FP inh: -4.9; GDH-TPI inh: -2

Results for Cc1nc2nc(SCC(=O)NCCCN3CCCCC3)nn2c(C)c1Cc1ccccc1 ?
FadD28 FP inh: -1.2; FBA Mtb inh: 2; TcdB GH inh: -2.3; Vc quorum ag: inactive; PfHsp40 rescue: -1.4; Yp Topo-I inh: 8; Mtb BioA inh: 37; UGM FP inh: -1.8; GDH-TPI inh: -6

How did COc1ccc2nc(SCC(=O)NCc3ccccc3)[nH]c2c1 do in these assays?
FadD28 FP inh: -2.0; FBA Mtb inh: 0; TcdB GH inh: -1.8; Vc quorum ag: inactive; PfHsp40 rescue: -1.5; Yp Topo-I inh: -4; Mtb BioA inh: -0.1; UGM FP inh: -0.7; GDH-TPI inh: -1

Results for CN(C)S(=O)(=O)c1ccc(C(=O)Nc2cccnc2)cc1 ?
FadD28 FP inh: -0.9; FBA Mtb inh: 0; Vc quorum ag: -0.5; PfHsp40 rescue: 0.1; Yp Topo-I inh: 3; Mtb BioA inh: 5.1; GDH-TPI inh: 3

What do the screens show for `O=C1CCCc2ccc3ccccc3c21`?
FadD28 FP inh: -2.8; FBA Mtb inh: 2; TcdB GH inh: 0.7; Vc quorum ag: inactive; PfHsp40 rescue: -1.4; Yp Topo-I inh: 6; Mtb BioA inh: -0.6; GDH-TPI inh: 0

How did CCCCN1CCc2c1nc1ccc(Br)cc1c2N do in these assays?
FadD28 FP inh: -1.2; FBA Mtb inh: 9; TcdB GH inh: 2.8; Vc quorum ag: -1.1; PfHsp40 rescue: 0.0; Yp Topo-I inh: -17; Mtb BioA inh: 9.1; UGM FP inh: 0.8; GDH-TPI inh: 15

How did Cc1ccc(OCc2nnc(SCC(=O)c3ccccc3)n2Cc2ccco2)cc1 do in these assays?
FadD28 FP inh: -0.4; FBA Mtb inh: 0; Vc quorum ag: -1.0; PfHsp40 rescue: -0.8; Yp Topo-I inh: 46; Mtb BioA inh: 2.0; UGM FP inh: -0.3; GDH-TPI inh: 6

How did CCc1nc(SCc2ccc(C(=O)OC)o2)n[nH]1 do in these assays?
FadD28 FP inh: 0.4; FBA Mtb inh: 1; TcdB GH inh: 0.9; Vc quorum ag: -0.1; PfHsp40 rescue: -0.8; Yp Topo-I inh: 8; Mtb BioA inh: 0.7; UGM FP inh: 0.7; GDH-TPI inh: 0

How did CSc1nnc(C(C)(C)C)c(=O)n1/N=C/c1ccc(Cl)cc1 do in these assays?
FadD28 FP inh: -0.6; FBA Mtb inh: 1; TcdB GH inh: 0.8; Vc quorum ag: -1.2; PfHsp40 rescue: -0.9; Yp Topo-I inh: -1; Mtb BioA inh: 0.9; UGM FP inh: 0.0; GDH-TPI inh: 2

Results for S=c1sc2c(Cl)ncnc2n1-c1ccccc1 ?
FadD28 FP inh: -0.1; FBA Mtb inh: 1; TcdB GH inh: 2.2; Vc quorum ag: 1.4; PfHsp40 rescue: 0.8; Yp Topo-I inh: 1; Mtb BioA inh: 0.4; GDH-TPI inh: 13

How did CN(C(=O)c1ccccc1-c1ncc[nH]1)C1CCCN(Cc2ccccc2F)C1 (stereo not drawn) do in these assays?
FadD28 FP inh: 1.0; FBA Mtb inh: -2; TcdB GH inh: 1.0; Vc quorum ag: -0.8; PfHsp40 rescue: -0.6; Yp Topo-I inh: 6; Mtb BioA inh: -0.7; UGM FP inh: -0.6; GDH-TPI inh: 4

Results for Cc1noc(C)c1COc1ccc(C(=O)Nc2ccccn2)cc1 ?
FadD28 FP inh: -3.7; FBA Mtb inh: 0; TcdB GH inh: 1.7; Vc quorum ag: inactive; PfHsp40 rescue: 1.3; Yp Topo-I inh: 0; Mtb BioA inh: 2.9; UGM FP inh: -0.4; GDH-TPI inh: 8

Results for C[C@H](O)[C@@H]1C(=O)N2CCc3c([nH]c4ccccc34)[C@@H]2C[C@@H]1N(C)C(=O)c1cc(Cl)cc(Cl)c1 ?
FadD28 FP inh: -3.3; FBA Mtb inh: 1; TcdB GH inh: 2.0; Mtb BioA inh: 0.1

How did Cc1ccc(S(=O)(=O)CC(=O)Nc2ccc(S(=O)(=O)Nc3ccccn3)cc2)cc1 do in these assays?
FadD28 FP inh: -0.6; FBA Mtb inh: 6; TcdB GH inh: 0.6; Vc quorum ag: -0.7; PfHsp40 rescue: -0.5; Yp Topo-I inh: 2; UGM FP inh: -0.8; GDH-TPI inh: -3

Results for Cc1cc(C)cc(C(=O)NC(CC(N)=O)c2ccc(N3CCCCCC3)c([N+](=O)[O-])c2)c1 (stereo not drawn) ?
FadD28 FP inh: -1.1; FBA Mtb inh: 0; TcdB GH inh: 0.0; Vc quorum ag: 2.1; PfHsp40 rescue: 0.7; Yp Topo-I inh: 16; Mtb BioA inh: -0.6; UGM FP inh: -0.3; GDH-TPI inh: 11

Results for Cn1c(=O)[nH]c(=O)c2c1[nH]c(=S)n2CCCc1ccccc1 ?
FadD28 FP inh: -0.3; FBA Mtb inh: -1; TcdB GH inh: 12*; Vc quorum ag: -0.3; PfHsp40 rescue: 0.8; Yp Topo-I inh: 2; Mtb BioA inh: -2.3; GDH-TPI inh: 9
